Screening data deposited in PubChem by Broad Institute.
TcdB inh = blocks C. difficile toxin B glycohydrolase activity | TcdB glycohydrolase enzymatic assay, plate reader | P18177 | inhibition, % at 9.99 µM | 350,000 compounds, 0.24% hits | AID 652162; in the data active means inhibition above about 10%
Target sequence (P18177 whole entry, looked up): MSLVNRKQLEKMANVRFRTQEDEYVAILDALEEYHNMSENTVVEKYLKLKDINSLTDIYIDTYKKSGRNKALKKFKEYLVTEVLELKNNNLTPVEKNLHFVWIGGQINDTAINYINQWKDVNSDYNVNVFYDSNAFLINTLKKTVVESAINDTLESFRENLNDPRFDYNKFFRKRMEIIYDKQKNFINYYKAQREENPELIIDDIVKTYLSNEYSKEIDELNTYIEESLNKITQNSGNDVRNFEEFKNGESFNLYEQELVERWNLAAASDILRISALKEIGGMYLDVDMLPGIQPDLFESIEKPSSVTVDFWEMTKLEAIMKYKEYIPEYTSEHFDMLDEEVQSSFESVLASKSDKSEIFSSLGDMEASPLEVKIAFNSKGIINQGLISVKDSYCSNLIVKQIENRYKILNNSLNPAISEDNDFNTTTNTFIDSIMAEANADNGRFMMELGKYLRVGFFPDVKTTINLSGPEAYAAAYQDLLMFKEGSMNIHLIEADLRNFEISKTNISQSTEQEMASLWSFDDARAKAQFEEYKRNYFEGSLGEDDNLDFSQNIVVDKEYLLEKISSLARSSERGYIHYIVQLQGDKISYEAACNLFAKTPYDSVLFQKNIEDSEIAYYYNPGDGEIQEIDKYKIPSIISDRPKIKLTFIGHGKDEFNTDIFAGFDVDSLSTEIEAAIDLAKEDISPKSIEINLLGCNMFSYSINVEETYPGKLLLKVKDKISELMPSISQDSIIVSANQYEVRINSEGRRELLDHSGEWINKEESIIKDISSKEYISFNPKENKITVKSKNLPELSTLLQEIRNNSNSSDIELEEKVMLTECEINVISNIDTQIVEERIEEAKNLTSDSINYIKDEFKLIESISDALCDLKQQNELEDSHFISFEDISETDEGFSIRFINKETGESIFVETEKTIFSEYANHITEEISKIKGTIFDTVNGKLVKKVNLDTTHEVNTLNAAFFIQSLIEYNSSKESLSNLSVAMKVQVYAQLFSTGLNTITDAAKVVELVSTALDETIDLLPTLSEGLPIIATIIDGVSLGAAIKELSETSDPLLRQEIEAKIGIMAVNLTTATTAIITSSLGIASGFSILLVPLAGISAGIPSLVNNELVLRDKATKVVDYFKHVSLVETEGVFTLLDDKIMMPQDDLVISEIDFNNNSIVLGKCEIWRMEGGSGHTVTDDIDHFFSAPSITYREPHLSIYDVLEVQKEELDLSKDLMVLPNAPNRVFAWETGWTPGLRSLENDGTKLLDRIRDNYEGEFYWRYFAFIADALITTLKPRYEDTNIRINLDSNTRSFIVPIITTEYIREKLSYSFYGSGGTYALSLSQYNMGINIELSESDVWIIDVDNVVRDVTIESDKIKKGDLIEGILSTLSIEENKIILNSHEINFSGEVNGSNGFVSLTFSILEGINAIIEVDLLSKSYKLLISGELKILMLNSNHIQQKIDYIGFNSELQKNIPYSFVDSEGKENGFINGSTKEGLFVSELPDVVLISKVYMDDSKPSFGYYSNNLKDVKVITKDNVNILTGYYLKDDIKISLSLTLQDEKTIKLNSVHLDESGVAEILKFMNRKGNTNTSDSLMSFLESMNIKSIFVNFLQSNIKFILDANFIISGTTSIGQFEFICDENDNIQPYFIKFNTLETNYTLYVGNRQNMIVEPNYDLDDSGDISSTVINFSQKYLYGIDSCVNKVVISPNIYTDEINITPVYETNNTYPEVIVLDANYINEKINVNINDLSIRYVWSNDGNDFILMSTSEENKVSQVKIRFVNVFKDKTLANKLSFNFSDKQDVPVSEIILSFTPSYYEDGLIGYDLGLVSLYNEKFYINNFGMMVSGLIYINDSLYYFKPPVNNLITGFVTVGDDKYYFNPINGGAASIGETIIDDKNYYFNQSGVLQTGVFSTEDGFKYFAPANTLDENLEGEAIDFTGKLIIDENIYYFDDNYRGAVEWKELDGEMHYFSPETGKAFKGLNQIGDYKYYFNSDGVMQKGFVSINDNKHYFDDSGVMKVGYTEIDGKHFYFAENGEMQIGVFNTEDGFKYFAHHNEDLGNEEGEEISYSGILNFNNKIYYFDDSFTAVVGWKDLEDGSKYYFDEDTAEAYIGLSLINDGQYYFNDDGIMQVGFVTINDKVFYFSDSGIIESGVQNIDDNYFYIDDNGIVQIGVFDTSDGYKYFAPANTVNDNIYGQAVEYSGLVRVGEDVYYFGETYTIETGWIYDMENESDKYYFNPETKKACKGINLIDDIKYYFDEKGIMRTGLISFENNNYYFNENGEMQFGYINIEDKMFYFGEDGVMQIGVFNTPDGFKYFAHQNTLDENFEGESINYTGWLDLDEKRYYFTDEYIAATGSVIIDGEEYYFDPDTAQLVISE
An asterisk follows results filed as active. This is a subset (hit frequency here may not be typical).

Structure,TcdB inh
C[C@@H]1CN([C@@H](C)CO)C(=O)Cc2cc(NS(=O)(=O)c3ccc(Cl)cc3)ccc2O[C@@H]1CN(C)S(=O)(=O)c1ccc(F)cc1,0.4
CO[C@@H]1CN(C)C(=O)c2cc(NC(=O)c3cnccn3)ccc2OC[C@@H](C)N(CC2CC2)C[C@H]1C,1.2
C[C@@H]1CCCCO[C@@H](CN(C)CC2CC2)[C@H](C)CN([C@H](C)CO)C(=O)c2cc(NS(C)(=O)=O)ccc2O1,0.0
COc1ccc(C#Cc2ccc3c(c2)[C@H]2[C@H](CCN2C(=O)NC(C)C)[C@H](CO)N3C)cc1,-0.7
CCC(=O)N(C)C[C@@H]1Oc2cc(C#CCC(C)C)ccc2S(=O)(=O)N([C@H](C)CO)C[C@H]1C,2.5
C[C@@H]1CCCCO[C@@H](CN(C)CC2CCCCC2)[C@H](C)CN([C@H](C)CO)C(=O)c2cc(NC(=O)Cc3ccccc3)ccc2O1,1.2
CN(C)C(=O)C[C@@H]1CC[C@H](NS(=O)(=O)c2ccccc2)[C@@H](CO)O1,-7.6
Cc1ccc(S(=O)(=O)N(C)C[C@@H]2Oc3ccc(NC(=O)Nc4c(C)noc4C)cc3CC(=O)N([C@H](C)CO)C[C@H]2C)cc1,-2.2
Cc1noc(C)c1NC(=O)N(C)C[C@H]1OCCCC[C@@H](C)Oc2ccc(NC(=O)CCC(F)(F)F)cc2C(=O)N([C@@H](C)CO)C[C@H]1C,0.4
Cc1noc(C)c1S(=O)(=O)Nc1cccc2c1O[C@@H](CN(C)S(=O)(=O)c1cccs1)[C@@H](C)CN([C@@H](C)CO)C2=O,-1.6
O=C(C[C@H]1CC[C@H]2[C@@H](COC[C@H](O)CN2S(=O)(=O)c2cccc(Cl)c2)O1)Nc1ccc(-c2ccccc2)cc1,-2.0
C[C@@H]1CN([C@H](C)CO)C(=O)c2cccc(NC(=O)Nc3ccccc3)c2O[C@H]1CN(C)Cc1ccc(-c2ccccc2)cc1,-0.3
C[C@@H](NC(=O)C[C@H]1C=C[C@H](NC(=O)Nc2ccc3c(c2)OCO3)[C@H](CO)O1)c1ccccc1,-1.4
CCNC(=O)C[C@H]1C=C[C@@H](NC(=O)NC2CCCCC2)[C@H](CO)O1,0.6
CN(C)CCCNC(=O)C[C@H]1CC[C@H](NS(=O)(=O)c2ccccc2)[C@H](CO)O1,0.7
C[C@@H]1CCCCO[C@@H](CN(C)S(C)(=O)=O)[C@H](C)CN([C@@H](C)CO)C(=O)c2cc(NC(=O)Nc3cccc4ccccc34)ccc2O1,-0.9

The last five compounds of the section before open the next one.
Structure,TcdB inh
C[C@@H]1CN([C@H](C)CO)C(=O)c2cccc(NC(=O)Nc3ccccc3)c2O[C@H]1CN(C)Cc1ccc(-c2ccccc2)cc1,-0.3
C[C@@H](NC(=O)C[C@H]1C=C[C@H](NC(=O)Nc2ccc3c(c2)OCO3)[C@H](CO)O1)c1ccccc1,-1.4
CCNC(=O)C[C@H]1C=C[C@@H](NC(=O)NC2CCCCC2)[C@H](CO)O1,0.6
CN(C)CCCNC(=O)C[C@H]1CC[C@H](NS(=O)(=O)c2ccccc2)[C@H](CO)O1,0.7
C[C@@H]1CCCCO[C@@H](CN(C)S(C)(=O)=O)[C@H](C)CN([C@@H](C)CO)C(=O)c2cc(NC(=O)Nc3cccc4ccccc34)ccc2O1,-0.9
O=C(Nc1ccccc1)N1CCCCN2[C@@H](CO)[C@@H](c3ccc(-c4ccncc4)cc3)[C@@H]2C1,-1.3
CC(C)NC(=O)N[C@@H]1CC[C@H](CCNS(=O)(=O)c2ccc(F)cc2)O[C@H]1CO,-0.2
OC[C@H]1[C@H]2c3ccccc3NC[C@H]2N1CC1CCOCC1,-1.3
COc1ccc(NC(=O)O[C@H]2[C@H](OC(=O)Nc3ccc4c(c3)OCO4)[C@@H](OC(=O)Nc3ccc4c(c3)OCO4)[C@@H](OC)O[C@@H]2CO)cc1,-0.5
COC(=O)C[C@@H]1C[C@@H]2c3cc(NC(=O)C4CCC4)ccc3O[C@@H]2[C@H](CO)O1,4.2
CC=Cc1ccc2n(c1=O)C[C@@H]1[C@@H](CO)[C@H](C(=O)N[C@H](C)c3ccccc3)[C@H]2N1CC1CC1 (mixture of isomers),1.0
Cc1noc(C)c1S(=O)(=O)N(C)C[C@@H]1Oc2ccc(N(C)C)cc2CC(=O)N([C@H](C)CO)C[C@@H]1C,-0.8
CCS(=O)(=O)Nc1ccc2c(c1)C(=O)N(C)C[C@H](OC)[C@H](C)CN(C(=O)c1ccc3c(c1)OCO3)[C@@H](C)CO2,0.3
O=C(C[C@H]1C[C@H]2c3cc(NC(=O)CC4CC4)ccc3O[C@H]2[C@H](CO)O1)NCc1ccc(Cl)cc1,-0.9
CCCNC(=O)N(C)C[C@H]1Oc2ncc(C#CCc3ccccc3)cc2C(=O)N([C@@H](C)CO)C[C@@H]1C,0.1
Cc1ccc(S(=O)(=O)N[C@@H]2CC[C@@H](CC(=O)NCCCN(C)C)O[C@@H]2CO)cc1,0.0
O=C(C[C@H]1C[C@@H]2c3cc(NS(=O)(=O)c4ccc(F)cc4)ccc3O[C@@H]2[C@@H](CO)O1)N1CCCCC1,0.5
C[C@H]1CN([C@@H](C)CO)C(=O)c2cc(NC(=O)CCC(F)(F)F)ccc2O[C@H]1CN(C)C,-1.4
COc1cccc(CN(C)C[C@H]2OCc3cnnn3CCCC(=O)N([C@H](C)CO)C[C@H]2C)c1,1.0
CC(C)C#Cc1cnc2c(c1)C(=O)N([C@@H](C)CO)C[C@H](C)[C@@H](CN(C)Cc1ccccc1F)O2,3.0
COc1cccc(S(=O)(=O)N2CCC3(CC2)CN[C@@H](CO)c2c3c3ccc(OC)cc3n2C)c1,1.0
CCC(=O)Nc1ccc2c(c1)C(=O)N(C)C[C@@H](OC)[C@@H](C)CN(C(=O)CC)[C@@H](C)CO2,-0.4
COc1ccccc1CNC(=O)C[C@@H]1C[C@H]2c3cc(NC(=O)NC4CCCC4)ccc3O[C@H]2[C@H](CO)O1,0.2
C[C@H]1CN([C@@H](C)CO)C(=O)c2cc(-c3ccccc3)cnc2O[C@H]1CN(C)C(=O)Cc1ccccn1,0.3
C[C@@H]1CN([C@@H](C)CO)C(=O)Cc2cc(NS(C)(=O)=O)ccc2O[C@@H]1CN(C)C(=O)Nc1cccc2ccccc12,0.2
C[C@H](CO)N1C[C@H](C)[C@H](CN(C)C(=O)CC2CC2)Oc2cc(-c3ccccc3)ccc2S1(=O)=O,-0.2
O=C(N[C@H]1CC[C@@H](CCNS(=O)(=O)c2ccccc2Cl)O[C@H]1CO)c1ccc(F)cc1,-0.7
C[C@@H]1CN([C@@H](C)CO)C(=O)c2cc(NS(=O)(=O)c3ccccc3)ccc2O[C@H]1CN(C)Cc1ccncc1,0.0
C[C@H]1CN([C@@H](C)CO)S(=O)(=O)c2ccc(C#Cc3ccccn3)cc2O[C@H]1CN(C)CC1CC1,0.4
CC(=O)N1CCCCN2[C@@H](CO)[C@@H](c3ccc(C#Cc4ccccc4F)cc3)[C@@H]2C1,-0.4
C[C@@H]1CN([C@H](C)CO)C(=O)c2cccc(NS(=O)(=O)c3ccccc3)c2O[C@H]1CN(C)S(=O)(=O)c1cn(C)cn1,-0.2
CO[C@@H]1CN(C)C(=O)c2cc(NS(=O)(=O)c3cccc(Cl)c3)ccc2OC[C@H](C)NC[C@H]1C,1.5
C[C@@H]1CCCCO[C@@H](CN(C)C(=O)CCC(F)(F)F)[C@@H](C)CN([C@@H](C)CO)C(=O)c2cc(NS(=O)(=O)c3ccccc3)ccc2O1,0.0
Cc1ccc(S(=O)(=O)N[C@@H]2CC[C@H](CCNC(=O)Cc3ccccn3)O[C@@H]2CO)cc1,1.5
C[C@H]1CN([C@@H](C)CO)C(=O)c2cc(NC(=O)CCC(F)(F)F)ccc2O[C@@H]1CN(C)CC1CC1,-0.4
O=C(Nc1cccc(F)c1)N[C@@H]1CC[C@@H](CCNS(=O)(=O)c2cccc(Cl)c2)O[C@@H]1CO,-0.1
C[C@@H]1CN([C@@H](C)CO)C(=O)c2cccc(NC(=O)C3CCOCC3)c2O[C@@H]1CN(C)C(=O)Nc1ccc(C(F)(F)F)cc1,1.1
CN1c2ccc(-c3cccc(C#N)c3)cc2[C@H]2[C@H](CCN2C(=O)C2CCCCC2)[C@H]1CO,0.6
C[C@H](CO)N1C[C@H](C)[C@H](CN(C)C(=O)NC2CCCCC2)Oc2c(NS(=O)(=O)c3cn(C)cn3)cccc2C1=O,3.0
O=C(C1CCCC1)N1CC(=O)N2[C@H](CO)[C@H](c3ccc(-c4ccccc4F)cc3)[C@@H]2C1,-0.3
C[C@H]1CN([C@@H](C)CO)C(=O)c2cc(NC(=O)Cn3cnnn3)ccc2O[C@@H]1CN(C)CC1CCCCC1,-0.1
COc1ccccc1C#Cc1ccc([C@H]2[C@@H](CO)N3CCCCN(S(C)(=O)=O)C[C@@H]23)cc1,-1.1
C[C@@H]1CN([C@H](C)CO)C(=O)c2cccc(N(C)C)c2O[C@@H]1CN(C)S(=O)(=O)c1ccccc1,0.9
O=C(Cc1cccnc1)N1CC2(C1)[C@H](c1ccccc1)[C@H](CO)N2C(=O)C1CCC1,0.7
N#C[C@@H]1[C@H](c2ccccc2C2=CCCCC2)[C@H](CO)N1C(=O)Nc1ccccc1F,1.5

An excerpt of these results, with each value named:
CN1c2ccc(-c3cccc(C#N)c3)cc2[C@H]2[C@H](CCN2C(=O)C2CCCCC2)[C@H]1CO
  TcdB inh: 0.6
C[C@H](CO)N1C[C@H](C)[C@H](CN(C)C(=O)NC2CCCCC2)Oc2c(NS(=O)(=O)c3cn(C)cn3)cccc2C1=O
  TcdB inh: 3.0

New compounds follow
Structure,TcdB inh
CO[C@@H]1CN(C)C(=O)c2ccc(NC(=O)c3ccc(F)cc3)cc2OC[C@@H](C)N(C(C)=O)C[C@H]1C,0.0
C[C@@H]1CN([C@@H](C)CO)C(=O)Cc2cc(N(C)C)ccc2O[C@H]1CN(C)S(=O)(=O)c1cn(C)cn1,-6.3
Cn1cnc(S(=O)(=O)N2C[C@@H](O)COC[C@H]3O[C@@H](CC(=O)NCc4ccc(F)cc4)CC[C@@H]32)c1,-0.2
CCCC#Cc1ccc([C@H]2[C@@H](CO)N(C(C)=O)[C@@H]2CNC(=O)C2CCC2)cc1,-0.4
O=C(Nc1ccccc1)N[C@H]1CC[C@H](CCNC(=O)c2ccccc2F)O[C@@H]1CO,1.0
C[C@@H]1CN([C@@H](C)CO)C(=O)c2cc(C3=CCCC3)cnc2O[C@H]1CN(C)Cc1ccccc1F,-2.9
CO[C@@H](CN(C)C(=O)C1CCOCC1)[C@@H](C)CN(C(=O)Nc1ccc(F)cc1)[C@@H](C)CO,0.4
O=C(C[C@@H]1CC[C@@H]2[C@H](COC[C@@H](O)CN2Cc2cccc(C(F)(F)F)c2)O1)NCc1ccccc1,-1.8
O=C(c1ccncc1)N1CC2(C1)[C@H](c1ccccc1)[C@@H](CO)N2C(=O)CC1CC1,-0.2
Cc1cccc(S(=O)(=O)N2CCCCN3[C@H](C2)[C@H](c2ccc(-c4ccncc4)cc2)[C@@H]3CO)c1,-1.9
COCC#Cc1cnc2c(c1)C(=O)N([C@H](C)CO)C[C@H](C)[C@H](CN(C)Cc1ccc3c(c1)OCO3)O2,0.9
C[C@H](CO)N1C[C@H](C)[C@@H](CN(C)Cc2cccnc2)Oc2cc(C#CC3CCCC3)ccc2S1(=O)=O,0.3
CNC[C@@H]1Oc2ccc(NS(=O)(=O)c3ccc(C)cc3)cc2C(=O)N([C@@H](C)CO)C[C@@H]1C,-0.9
COc1ccc(CN(C)C[C@@H]2Oc3ccc(NC(=O)Nc4ccc5c(c4)OCO5)cc3C(=O)N([C@@H](C)CO)C[C@H]2C)cc1,-2.3
CO[C@H]1CN(C)C(=O)c2cc(NC(C)=O)ccc2OC[C@@H](C)NC[C@@H]1C,-7.0
CCCC(=O)N1CC2(CCN(S(C)(=O)=O)CC2)c2c([nH]c3cc(OC)ccc23)[C@H]1CO,1.9
COc1ccc2c3c(n(C)c2c1)[C@@H](CO)N(Cc1ccccc1OC)CC31CN(C)C1,-6.5
C[C@H]1CCCCO[C@H](CN(C)C(=O)c2ccccc2)[C@@H](C)CN([C@@H](C)CO)C(=O)c2cc(NC(=O)Cc3ccccc3)ccc2O1,-0.1
C[C@@H]1CN([C@@H](C)CO)C(=O)c2cc(NC(=O)Cc3ccccc3)ccc2O[C@@H]1CN(C)Cc1ccc(C(=O)Nc2ccccc2N)cc1,-0.4
C[C@H](CO)N1C[C@H](C)[C@H](CN(C)S(=O)(=O)c2ccc(F)cc2)Oc2ccc(NC(=O)Nc3cccc4ccccc34)cc2CC1=O,0.1
C[C@H](CO)N1C[C@H](C)[C@H](CN(C)Cc2ccc(-c3ccccc3)cc2)Oc2ccc(NC(=O)Cc3ccccc3)cc2CC1=O,-0.2
O=S(=O)(c1ccccc1)N1CCCCN2[C@H](CO)[C@H](c3ccc(C#Cc4ccccn4)cc3)[C@H]2C1,0.7
CN1c2ccc(-c3ccc(F)cc3)cc2[C@H]2[C@H](CCN2C(=O)Nc2cc(F)ccc2F)[C@H]1CO,0.4
COc1cccc(CN(C)C[C@H]2OCc3cn(nn3)CCCC(=O)N([C@@H](C)CO)C[C@H]2C)c1,-1.9
N#C[C@@H]1[C@@H](c2ccccc2C2=CCCC2)[C@H](CO)N1C(=O)C1CCC1,0.9
C[C@H]1CN([C@@H](C)CO)C(=O)c2cccc(NC(=O)c3ccc(-c4nccs4)cc3)c2O[C@H]1CN(C)S(=O)(=O)c1ccc(F)cc1,1.4
CNC[C@H]1Oc2c(NC(=O)C3CC3)cccc2C(=O)N([C@@H](C)CO)C[C@H]1C,-1.4
CC(C)NC(=O)N1C[C@H]2[C@@H](c3ccccc31)[C@@H](CO)N2C(=O)c1ccccc1,0.2
C[C@@H]1CN([C@H](C)CO)C(=O)c2c(c3ccccc3n2C)-c2ccccc2CO[C@@H]1CN(C)S(=O)(=O)c1ccccc1C#N,-0.2
